Assay outcomes from PubChem BioAssay.
All columns: NCI-60 one-dose screen, growth in % after 48 h at 10 µM unless noted; 100 = growth as untreated, 0 = no growth, -100 = all killed.
NCI-H23: NCI-H23 lung cancer; hit rate 4% among 80,000; AID 1794731
NCI-H322M: NCI-H322M lung cancer; AID 1794733; hit rate 2.7% among 80,000
COLO 205: COLO 205 colon cancer. AID 1794742. hit rate 7.3% among 79,000
HCT-15: HCT-15 colon cancer; AID 1794746; hit rate 5.2% among 82,000
NCI-H522: NCI-H522 lung cancer | hit rate 8% among 78,000 | AID 1794739
NCI/ADR-RES: NCI/ADR-RES ovarian cells | hit rate 4.4% among 81,000
HCT-116: HCT-116 colon cancer | hit rate 7.3% among 82,000 | AID 1794798
NCI-H226: NCI-H226 lung cancer; hit rate 3.5% among 79,000; AID 1794732
NCI-H460: NCI-H460 lung cancer; AID 1794736; hit rate 6.8% among 82,000
Numbers without * were called inactive; . = not tested or not shown; & = joins results of further samples; [ ] = another dose, or the depositor's remark. How the source made its calls: active means growth percent below 10; inactive means the rest. No enrichment for hits; overall some 12% were active at least once.

Compound	NCI-H23	NCI-H322M	COLO 205	HCT-15	NCI-H522	NCI/ADR-RES	HCT-116	NCI-H226	NCI-H460
O/N=C(\CSc1nnc(-c2c[nH]c3ccccc23)n1-c1ccccc1)c1ccccc1	54.2	64.9	52.9	25.2	53.8	55.3	40.0	43.3	34.0
Oc1ccc2ccccc2c1/C=N/N=C/c1c(O)ccc2ccccc12	97.0	96.8	109.9	95.7	98.9	101.1	95.8	95.5	84.6
CCOC(=O)CNN	102.4	98.0	110.1	107.8	96.7	112.4	106.7	90.7	99.6
COc1cc2c(cc1OCCCOc1cc3c(cc1OC)C(=O)N1CCC[C@H]1C=N3)C=CC(C)(C)O2	106.9	133.2	102.6	89.9	83.7	109.4	61.0	82.7	108.2
CNC(=S)NS(=O)(=O)c1ccc(NNc2c3ccccc3nc3ccccc23)cc1	83.0	99.7	94.2	94.0	.	93.8	66.4	80.4	98.1
O=C(O)c1cn(C2CC2)c2cc(N3CCN(C(=O)N/N=C/c4ccccc4)CC3)c(F)cc2c1=O	97.1	100.4	114.2	98.4	78.0	97.4	108.3	88.0	109.2
O=C(Nc1nc(-c2ccc(Br)cc2)cs1)c1ccc(Cc2n[nH]c(=O)c3cccnc23)cc1	64.9	.	100.0	90.8	69.5	93.7	87.7	65.3	88.4
CCN(CC)c1ccc(N=O)cc1	81.7	87.7	13.9	3.9*	-80.9*	52.0	37.9	100.7	58.9
S=C(N/N=C\c1ccc(Cl)c(Cl)c1)N/N=C/c1ccc(Cl)c(Cl)c1	100.3	106.1	110.0	98.6	97.8	105.9	103.3	93.9	106.7
CC(=O)/C=C/c1ccc(N(CCO)Cc2ccc(C(C)(C)C)cc2)cc1	75.5	-98.7*[100 µM]	90.1	62.5	70.1	67.0	67.2	72.9	74.4
CC1OC(OC2C(OC3C[C@@]4(C)C(C[C@H](O)[C@H]5[C@H](C6(C)CCC(C(C)(C)O)O6)CCC54C)[C@]4(C)CC[C@@H](O)C(C)(C)C34)OC(CO)C(O)C2O)C(O)C(O)C1O (stereo partly specified) (tested in a mixture with another compound)	86.7	88.4	102.6	111.6	95.5	122.6	100.1	97.9	56.0
CCC(=O)c1ccc(NC(=S)Nc2ccccc2)cc1	99.6	95.8	116.7	101.7	90.7	110.0	100.0	105.1	108.0
C#CCNC(=O)[C@]1(C)CCC[C@@]2(C)[C@H]1CC=C1C=C(C(C)C)CC[C@@H]12	100.5	100.4	115.2	94.8	96.2	104.1	107.5	97.6	106.3
CS(=O)(=O)c1ccc(N/N=C/c2c(-c3ccc(S(C)(=O)=O)cc3)[nH]c3ccc(F)cc23)cc1	41.6	45.0	.	62.7	27.6	91.5	27.1	67.2	12.8
N#Cc1nc(-c2ccccc2)oc1N1CCC(CO)C1 (stereo unspecified)	.	88.4	115.8	103.7	97.8	105.6	107.4	92.6	102.5
O=C(CCCCC(=O)N/N=C\c1cc(Cl)ccc1O)N/N=C\c1cc(Cl)ccc1O	81.4	63.0	99.9	35.9	87.5	72.7	56.1	72.7	76.9
Brc1ccc2[nH]cc(-c3nn4cc(-c5ccccc5)nc4s3)c2c1	78.3	53.5	83.4	45.9	51.9	85.4	75.1	94.5	66.3
CC(=O)Nc1nc(C)c(C(=O)NNC(=S)Nc2ccc(F)cc2)s1	96.5	120.3	115.2	92.8	85.5	96.1	.	81.1	98.0
CC(=O)C(=Cc1ccccc1O)C(C)=O	99.8	113.7	128.4	102.3	94.3	107.6	96.7	103.9	108.6
Cn1c(=O)c(C#N)c(-c2ccco2)n2c(SCC(=O)c3ccccc3)nnc12	86.4	110.7	118.6	88.0	88.9	88.4	82.3	93.9	95.1

Part of the list above in order of molar mass, ascending:
Compound	NCI-H23	NCI-H322M	COLO 205	HCT-15	NCI-H522	NCI/ADR-RES	HCT-116	NCI-H226	NCI-H460
CC(=O)/C=C/c1ccc(N(CCO)Cc2ccc(C(C)(C)C)cc2)cc1	75.5	-98.7*[100 µM]	90.1	62.5	70.1	67.0	67.2	72.9	74.4
Brc1ccc2[nH]cc(-c3nn4cc(-c5ccccc5)nc4s3)c2c1	78.3	53.5	83.4	45.9	51.9	85.4	75.1	94.5	66.3
O=C(CCCCC(=O)N/N=C\c1cc(Cl)ccc1O)N/N=C\c1cc(Cl)ccc1O	81.4	63.0	99.9	35.9	87.5	72.7	56.1	72.7	76.9
O=C(O)c1cn(C2CC2)c2cc(N3CCN(C(=O)N/N=C/c4ccccc4)CC3)c(F)cc2c1=O	97.1	100.4	114.2	98.4	78.0	97.4	108.3	88.0	109.2
CC1OC(OC2C(OC3C[C@@]4(C)C(C[C@H](O)[C@H]5[C@H](C6(C)CCC(C(C)(C)O)O6)CCC54C)[C@]4(C)CC[C@@H](O)C(C)(C)C34)OC(CO)C(O)C2O)C(O)C(O)C1O (stereo partly specified) (tested in a mixture with another compound)	86.7	88.4	102.6	111.6	95.5	122.6	100.1	97.9	56.0

Returning to the listing with the three entries that preceded the break.
Compound	NCI-H23	NCI-H322M	COLO 205	HCT-15	NCI-H522	NCI/ADR-RES	HCT-116	NCI-H226	NCI-H460
CC(=O)Nc1nc(C)c(C(=O)NNC(=S)Nc2ccc(F)cc2)s1	96.5	120.3	115.2	92.8	85.5	96.1	.	81.1	98.0
CC(=O)C(=Cc1ccccc1O)C(C)=O	99.8	113.7	128.4	102.3	94.3	107.6	96.7	103.9	108.6
Cn1c(=O)c(C#N)c(-c2ccco2)n2c(SCC(=O)c3ccccc3)nnc12	86.4	110.7	118.6	88.0	88.9	88.4	82.3	93.9	95.1
O=C(Nc1ccc(F)c([N+](=O)[O-])c1)c1ccc2c(c1)C(=O)OC2=O	89.5	104.9	.	102.4	91.5	99.4	94.3	96.2	104.7
COc1ccc(Cn2cncc2-c2c[nH]c3cc(F)ccc23)cc1	80.1	89.5	97.4	94.9	79.9	84.7	75.1	77.3	89.9
CCOc1cc(/C=N/NC(=O)CC#N)ccc1O	90.9	92.3	101.2	92.0	96.4	89.4	104.0	107.9	103.8
CC(C)=C1C2CCC1C1C(=O)OC(=O)C21 (stereo unspecified)	101.2	111.8	120.7	109.3	88.8	101.4	100.7	102.6	103.4
O=C(O)c1ccc([N+](=O)[O-])cc1	105.2	154.2	114.6	95.8	92.8	108.5	105.3	107.2	110.2
Nc1ccc(N)c2c1C(=O)c1cccc([N+](=O)[O-])c1C2=O	-29.1*	2.1*	66.3	27.7	25.6	49.4	19.7	16.6	-3.3*
CCN(CC)C(C(=O)NN)c1ccccc1 (stereo unspecified)	99.4	97.9	98.2	100.5	94.3	100.5	104.4	88.6	107.3
Nc1ccc(S(=O)(=O)Nc2ccccc2C(=O)O)cc1	100.9	94.2	110.2	105.5	93.3	99.6	114.4	105.1	108.8
OCC1OC(O)C(F)C(O)C1O (stereo unspecified)	98.5	99.7	113.9	98.9	96.5	99.1	107.6	116.7	116.6
CC(c1ccccc1)C1CC(=O)N(C)C1=O (stereo unspecified)	105.5	105.7	107.5	97.7	93.6	106.0	105.4	98.8	108.2
O=C(CN1CCN(c2cc(=O)n(-c3ccccc3)c3ccccc23)CC1)Nc1nc(-c2ccc(Cl)cc2)cs1	49.8	89.1	57.3	39.7	56.3	54.9	35.8	47.4	54.8
OC[C@H]1O[C@H](O[C@]2(CCl)O[C@H](CCl)[C@@H](O)[C@@H]2O)[C@H](O)[C@@H](O)[C@H]1Cl	98.8	92.6	.	105.6	.	100.9	99.3	94.5	108.6
O=C(O)CCN1C(=O)c2ccccc2C1=O	111.5	88.7	119.5	114.0	.	111.9	104.5	101.3	101.2
O=C(Cc1ccccc1)NNc1nc(NCCc2c[nH]c3ccccc23)nc(N2CCN(C(c3ccccc3)c3ccccc3)CC2)n1	97.8	104.0	100.6	96.3	.	103.5	97.4	86.5	99.1
CN1CCC(=C(c2ccccc2)c2ccccc2)C(c2ccccc2)C1 (stereo unspecified)	88.1	96.7	83.0	82.5	85.2	83.4	71.3	96.3	102.9
CCCc1cc(=O)n2c(C(=O)Nc3ccc(F)cc3)c(C(=O)Nc3ccc(F)cc3)sc2n1	81.9[30 µM]	54.8[30 µM]	71.4[30 µM]	83.0[30 µM]	62.7[30 µM]	33.0[30 µM]	38.1[30 µM]	69.5[30 µM]	52.0[30 µM]
CCCCCCCCCCCCCCCCCC[n+]1ccc2c(C)c3c(c(C)c2c1)c1cc(O)ccc1n3CC	4.1*	.	-46.6*	48.8	29.2	72.3	7.9*	58.0	6.9*
COc1cc2c(cc1OCCCCC(=O)Nc1ccc(-c3nc4ccccc4s3)cc1)N=C[C@@H]1CCCN1C2=O	-11.4*	-0.4*	-60.5*	10.6	-54.0*	67.6	5.6*	-43.7*	-19.5*
Nc1cc(N)nc(SCC(=O)Nc2nc(-c3ccccc3)cs2)n1	63.5	104.8	104.2	83.3	71.2	75.5	78.6	81.0	96.9
CSC1=NC(c2cccc([N+](=O)[O-])c2)C(C(C)=O)=C(C)N1 (stereo unspecified)	93.9	101.3	121.5	98.1	103.2	100.0	99.2	98.8	101.6
CCC(CC)c1ncc[nH]1	100.4	135.2	119.1	104.9	85.7	108.3	109.3	99.1	105.6
COc1ccc([C@H]2[C@H](C(=O)Nc3cccc(C)n3)c3ccccc3C(=O)N2c2ccc(Oc3ccccc3)cc2)cc1	78.6	.	89.5	74.4	68.0	82.4	68.1	57.9	89.9
Nc1nnc(-c2cncc(Br)c2)c(-c2c[nH]c3ccc(F)cc23)n1	89.1	92.6	124.1	85.1	73.7	87.0	80.3	67.4	107.3
COc1ccc(/C=C/C(=O)/C=C(/C=C/c2ccc(OC)c(OC)c2OC)OB(F)F)c(OC)c1OC	37.3	91.8	7.9*	9.6*	16.3	32.5	.	75.6	43.6
Cn1cc(C(=O)c2nc(-c3c[nH]c4ccc(Br)cc34)no2)c2cc(F)ccc21	84.9	95.7	98.3	92.1	90.5	94.1	103.8	81.5	97.0
O=C1CCC2(c3ccccc3)N1CCc1cncn12 (stereo unspecified)	99.2	105.8	109.9	101.5	86.5	109.0	102.0	97.4	108.3
Cc1nc2nc(N)[nH]c(=O)c2nc1C	95.1	99.3	105.6	100.7	95.4	100.9	96.8	115.1	107.6
O=CN1N=C(c2ccc3c(c2)OCO3)CC1c1cn(-c2ccccc2)nc1-c1ccc(Cl)cc1 (stereo unspecified)	86.7	68.3	98.3	94.4	59.5	.	43.5	27.3	64.8
COc1ccc(/C=C(\Cl)C(=O)Nc2ccccc2C(=O)O)cc1	104.9	105.8	107.6	103.3	96.9	105.9	101.7	97.1	107.0
Cn1c(=O)c2[nH]c(SCC(=O)Nc3ccc(C(=O)/C=C/c4cccc([N+](=O)[O-])c4)cc3)nc2n(C)c1=O	100.0	97.3	117.2	99.9	95.8	101.9	101.3	107.0	99.0
Cc1ccc2nc3sc(C(=O)Nc4ccc(C(=O)/C=C/c5ccccc5)cc4)cc3cc2c1	96.3	88.6	100.1	105.9	89.8	100.0	107.9	85.2	86.4
Cn1ccc(-n2nnc(-c3nc4ccccc4[nH]3)c2N)n1	97.4	100.7	123.5	108.6	97.7	100.0	101.6	104.2	100.1
C#CCOc1ccc(/C=N/Nc2nc(-c3cc4cc(Br)ccc4oc3=O)cs2)cc1OC	.	77.8	88.1	85.4	34.3	63.8	71.5	29.8	43.4
COc1ccc(Cc2nnc(NC(=S)Nc3ccccc3)s2)cc1	105.0	98.2	110.0	106.7	.	113.2	105.9	99.2	108.1
CC(C)CNCC(=O)Nc1ccc(Cc2ccc(NC(=O)CNCC(C)C)cc2)cc1	84.0	78.2	53.8	50.2	48.3	78.2	36.4	68.6	43.1
N#Cc1c(-c2ccc(Cl)cc2)nc2c(nnn2-c2ccc(S(N)(=O)=O)cc2)c1N	88.9	103.9	107.1	98.4	90.3	95.8	95.4	90.1	100.1
O=C(Nc1ccc2ccccc2c1)c1ccc(Cl)cc1Cl	91.4&99.1	85.8&97.5	124.0&110.7	54.4&64.1	82.0&86.4	90.6&106.2	87.2&81.6	91.7&106.8	80.1&93.5
Cn1c(=O)c2c(nc3n(-c4ccccc4)c(O)cn23)n(C)c1=O	93.6	96.9	102.7	98.0	100.4	105.0	92.2	93.6	98.6
N#Cc1c(-c2cccs2)cc(-c2ccc(F)cc2)[nH]c1=O	104.8	107.4	104.1	101.5	97.9	111.2	105.0	100.8	101.7
Cc1ncc2c(n1)NC(=O)NC2	95.1	126.7	108.2	109.0	101.8	108.3	112.1	.	111.8
ClC(Cl)c1nc(-c2ccccc2)n2nc(-c3ccccc3)cc2n1	-17.6*	-41.7*	-40.3*	-16.0*	29.9	6.1*	4.8*	86.9	-58.2*
COc1ccc(C2=NN(C(=O)[C@H]3[C@@H](c4ccco4)c4sc(=O)[nH]c4S[C@@H]3C)C(c3ccc4ccccc4c3)C2)cc1 (stereo partly specified)	33.8	49.1	7.9*	12.0	4.1*	26.7	16.1	29.3	23.8
N#Cc1ccccc1-c1ccc(CN2C(=O)S/C(=C\c3cccc(Oc4ccccc4)c3)C2=O)cc1	105.3	105.4	126.1	98.0	88.9	99.4	101.9	93.0	108.6
Cc1ccc2c(c1)C(O)(CC(=O)c1cc3ccccc3oc1=O)C(=O)N2 (stereo unspecified)	89.6	109.5	115.7	91.3	86.6	91.3	98.3	82.6	105.2
COc1ccc(-c2nc(SCCC(C)C)nc(N/N=C\c3ccc(OC)c(OC)c3)c2C#N)cc1	99.0	85.7	103.8	99.9	83.1	90.6	85.4	86.5	99.5
COc1ccc(OC)c(-c2c(C#N)c(-c3ccc(Cl)cc3)nc3c2c(-c2ccccc2)nn3-c2ccccc2)c1	101.5	95.7	103.5	104.8	86.0	99.6	93.8	98.3	102.6
